MRP-1 activ: H69AR viability gain despite doxorubicin, primary screen, MRP-1 activator project, H69AR cells, CellTiter-Glo; viability rescue; viability increase, % at 10 µM; actives 0.61% (n = 140,000);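 active = viability gain under doxorubicin at or above a set limit, the compound median plus 3 SD, cut at about 4.7% in these data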;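 note: MRP-1 overexpressing cells given doxorubicin 25 µM after compound pretreatment; 18-22 h compound pretreatment then 72 h with doxorubicin before readout; 0% = doxorubicin-only wells and 100% = vehicle-treated cells without doxorubicin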
GALR2 antag: GALR2 antagonists in receptor-expressing cells, primary screen; antagonist mode; inhibition, % at 4 µM; actives 0.39% (n = 140,000); AID 828, 2007; in the data active = inhibition above about 27%;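 note: cells stimulated with galanin 1-16 at roughly its EC80; 0% = agonist challenge control and 100% = basal control without agonist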
Target sequence (O43603 whole entry, looked up): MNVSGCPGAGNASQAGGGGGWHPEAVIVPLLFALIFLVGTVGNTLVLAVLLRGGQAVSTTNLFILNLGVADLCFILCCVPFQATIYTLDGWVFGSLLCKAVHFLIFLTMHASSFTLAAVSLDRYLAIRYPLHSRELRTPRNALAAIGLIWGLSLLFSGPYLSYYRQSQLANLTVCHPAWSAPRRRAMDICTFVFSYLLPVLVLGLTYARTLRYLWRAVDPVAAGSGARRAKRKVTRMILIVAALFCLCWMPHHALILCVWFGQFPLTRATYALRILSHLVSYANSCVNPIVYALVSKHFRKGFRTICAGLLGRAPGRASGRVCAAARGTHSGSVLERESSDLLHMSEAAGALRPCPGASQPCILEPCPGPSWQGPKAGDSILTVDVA
E-sel TNF inh: E-selectin induction blockers in HUVEC – imaging, immunofluorescence, high content, primary screen; HUVEC TNFa-induced E-selectin immunofluorescence; inhibition, % at 2 µM; actives 0.71% (n = 120,000); AID 1246, 2008;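 active = inhibition above the batch mean plus 3 SD, and confirmed as a hit on visual image review, cut at about 43% in these data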;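 note: 0% = TNF-stimulated DMSO wells and 100% = unstimulated control wells; not every result past the cut was called active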
HCT116 bCat-KO: primary screen for growth suppressors in beta-catenin knockout HCT116 cells (colon tumor, human); HCT116 beta-catenin knockout viability, CellTiter-Glo, 60 h; stronger effect = lower value; actives 1.5% (n = 140,000); viability, % at 10 µM;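 active = viability at or under a set limit, the compound median less 4 SD, cut at about 6% in these data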;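 note: 0% = Hyamine 1622 control at 20 µM and 100% = untreated cell control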
Yeast growth inh: growth inhibitors of yeast BB579 in restrictive medium, primary screen, yeast lifespan-shortening project, S. cerevisiae; OD615, 48 h; inhibition, % at 10 µM; actives 0.51% (n = 140,000);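 active = inhibition above a set limit, 3 SD over the mean compound inhibition, cut at about 44% in these data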; note: inactives centre near -24
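System: Saccharomyces cerevisiae DeaD strain BB579, replicative lifespan model yeast. Buffer or medium: restrictive glucose-based CSMM-D medium. Doses: one dose, 10 µM compound with 0.25% DMSO. Timing: 4 h preincubation and 48 h exposure at 30 °C. Detection: turbidity as optical density at 615 nm. Benchmarks: amphotericin B 10 µg/mL, positive.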
Yeast life ext: compounds extending yeast replicative lifespan, primary screen, S. cerevisiae, OD615; S. cerevisiae growth with nicotinamide; deaD strain in restrictive glucose medium; inhibition of the nicotinamide effect, % at 10 µM; actives 0.68% (n = 130,000); AID 775, 2007;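 active = inhibition above a set limit, placed 3 SD over the median of all compounds, cut at about 26% in these data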;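 note: 0% = nicotinamide-treated wells and 100% = cells grown without nicotinamide; some compounds called inactive have numbers as strong as hits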
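Measured by: optical density (absorbance) at 615 nm; System: modified budding yeast, DeaD strain; Medium: restrictive CSMM-D dextrose medium; Timing: 4 h preincubation then 48 h treatment at 30 °C.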
NPY-Y2 antag: NPY-Y2 receptor antagonists, primary screen, cell-based | Neuropeptide Y receptor type 2 (Homo sapiens), P49146 | NPY-Y2 expressing cells, antagonist mode | inhibition, % at 2.7 µM | actives 0.99% (n = 140,000) | AID 793, 2007; in the data active = inhibition above about 17%;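 note: 0% = vehicle with agonist challenge and 100% = reference antagonist with challenge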
Target sequence (P49146 whole entry, looked up): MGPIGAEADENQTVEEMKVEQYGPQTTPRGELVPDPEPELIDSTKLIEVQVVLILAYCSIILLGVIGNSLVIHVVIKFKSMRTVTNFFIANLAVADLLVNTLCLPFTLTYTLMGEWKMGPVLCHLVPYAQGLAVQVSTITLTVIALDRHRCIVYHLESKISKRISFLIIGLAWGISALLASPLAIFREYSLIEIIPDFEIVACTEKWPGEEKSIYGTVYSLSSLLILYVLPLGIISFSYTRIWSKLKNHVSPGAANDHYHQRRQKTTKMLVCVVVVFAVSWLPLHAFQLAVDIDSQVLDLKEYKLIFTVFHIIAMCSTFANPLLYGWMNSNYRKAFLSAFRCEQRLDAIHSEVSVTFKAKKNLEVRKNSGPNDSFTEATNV
PTEN del growth: growth suppression of PTEN-null HCT116, primary screen, cell-based, CellTiter-Glo; HCT116 PTEN-null viability, 60 h; stronger effect = lower value; viability, % at 10 µM; actives 1.2% (n = 140,000); AID 827, 2007;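 active = viability at or below a set limit, 4 SD under the median of all tested compounds, cut at about 3.7% in these data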;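 note: PTEN knockout HCT116 line with beta catenin targeted HCT116 as companion control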
Measles CPE: compounds protecting cells from measles virus cytopathic effect, primary screen, measles RdRp inhibitor project, single point, MLSMR library, absorbance; actives 1.5% (n = 140,000); Measles virus-infected cells, CPE protection; protection (pct of control), % at 4 µM; in the data active = protection mostly above about 24%, no sharp cut-off; inactive = mostly below about 26%; note: some compounds called inactive have numbers as strong as hits
Phagocyt inh: inhibitors of macrophage phagocytosis, primary screen, imaging, J774A.1 cells, IgG beads; J774A.1 macrophage IgG-bead phagocytosis; inhibition, % at 5 µM; actives 0.07% (n = 110,000); AID 1029, 2008;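 active = inhibition above the mean of the plate negative controls plus 5 SD, cut at about 13% in these data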;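 note: phagocytic index as fraction of beads internalized from green versus red external bead signal; plate controls were DMSO negative control for no effect and cytochalasin-D positive control for full effect; some results beyond the cut were filed as inactive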
* hit, by the source's call; x = not tested or not shown; & = joins results of further samples. Rows are unselected, and some 6.2% of all compounds hit somewhere here.

SMILES | MRP-1 activ | GALR2 antag | E-sel TNF inh | HCT116 bCat-KO | Yeast growth inh | Yeast life ext | NPY-Y2 antag | PTEN del growth | Measles CPE | Phagocyt inh
O=C(NCC(F)(F)F)Nc1cccnc1 | -1.0 | 0 | 28 | 96 | -12 | -4 | -1 | 90 | 17 | x
Cn1nccc1C(=O)Nc1ccn(C23CC4CC(CC(C4)C2)C3)n1 | 0.8 | 12 | -28 | 22 | 7 | 1 | 2 | 31 | 8 | 2
O=C1c2ccccc2C(=O)N1CCc1csc(-c2ccc(F)cc2)n1 | 0.0 | 10 | 17 | 103 | 7 | -16 | 6 | 91 | 25 | 0
c1ccc(C(c2nnnn2Cc2ccco2)N2CCN(C3CCCC3)CC2)cc1 (stereo not given) | -2.5 | 20 | -26 | 90 | -21 | -5 | 1 | 85 | 6 | 0
Cc1ccc(NC2=C(Cl)C(=O)OC2OC(=O)c2ccco2)cc1C (stereo not given) | -4.3 | -5 | x | 59 | 10 | -4 | 2 | 58 | 5 | -1
CCSc1ccccc1C(=O)Nc1cccnc1 | -1.9 | -14 | 12 | 88 | -5 | -2 | -1 | 91 | 28 | x
CCCCn1c(=O)n(C)c(=O)c2c3c(sc21)COC(C)(C)C3 | -1.5 | -11 | x | 89 | -24 | -4 | 0 | 85 | 25 | 0
Cc1cccc(Cn2c(SCCO)nc3c2c(=O)n(C)c(=O)n3C)c1 | -0.6 | -11 | -22 | 82 | 6 | -14 | 4 | 84&89 | 38* | 0
COc1ccc2cc(CN(CC3CCCO3)S(=O)(=O)c3ccccc3Cl)c(=O)[nH]c2c1 (stereo not given) | -3.5 | 15 | -17 | 80 | -29 | -6 | 2 | 69 | 1 | -1
CCOC(=O)N/N=C/c1ccc(N(CC)CC)cc1O | 0.1 | 5 | 17 | 32 | -33 | 0 | 3 | 27 | 3 | 6
O=C(c1ccc(Cl)cc1)N1CCN(C(=O)c2ccco2)CC1 | 0.0 | 4 | x | 113 | -31 | -11 | 1 | 110 | 4 | x
Cc1onc(-c2ccccc2Cl)c1C(=O)Nc1ccccc1C(N)=O | -3.9 | -5 | -3 | 90 | -17 | -7 | 3 | 88 | 8 | 0
NC(=O)C1CCCN(C(=S)Nc2cccc3ccccc23)C1 (stereo not given) | -1.0 | -15 | 70* | 96 | -18 | 1 | 6 | 92 | 27 | -5
CCOC(=O)C1=C(O)C(=O)NC(c2ccccc2)=C(OC2CCCCC2)C1 | 0.3 | 6 | 10 | 80 | -20 | -3 | 2 | 78 | 2 | -2
Cc1csc(C(=O)O)c1-n1cccc1 | -1.1 | 0 | 7 | 96 | -55 | -9 | 4 | 98 | 12 | 3
COc1ccc(-c2cc(C(=O)Nc3c(C)nn(Cc4ccccc4Cl)c3C)no2)cc1OC | -2.9 | 12 | x | 90 | -44 | 0 | 5 | 101 | 30 | 4
COc1ccc(O)c(-c2cc(C(F)(F)C(F)F)nc(-c3ccccc3)n2)c1 | -2.7 | 3 | -4 | 93 | -17 | -1 | -1 | 75 | 12 | -3
C(#Cc1ccccc1)Cn1nnc2ccccc21 | -0.1 | -1 | -9 | 91 | -33 | -13 | 5 | 89 | 21 | -1
Cc1ccc(/C=C/C(=O)O)cc1S(=O)(=O)N(C)CCO | 0.9 | 0 | 7 | 92 | -5 | 3 | -2 | 102 | 12 | -8
COc1ccc(Cc2nc3c4c(ncn3n2)Oc2c(ccc3ccccc23)C4c2ccc(OC)c(OC)c2)cc1 (stereo not given) | 3.7 | 9 | x | 96 | -21 | 1 | 1 | 91 | 8 | x
CCc1nnc(NS(=O)(=O)c2ccc(N=Cc3c(C)[nH]n(-c4ccc(C)c(C)c4)c3=O)cc2)s1 | -0.1 | 3 | x | 52 | -33 | 7 | 7 | 59 | 22 | -1
CNC(=S)N1CCN(c2cccc(OC)c2)CC1 | -0.6 | -6 | -21 | 104 | -26 | -21 | 3 | 105 | 7 | x
COc1ccc(-c2cc(=O)oc3c(C)c(OC(=O)c4cccs4)ccc23)cc1 | -1.1 | 2 | x | 88 | -37 | -1 | 3 | 92 | 26 | -14
Cc1cc(NC(=O)c2cc(-c3cccs3)on2)nn1Cc1ccc(Cl)cc1 | 2.0 | -14 | x | 93 | -45 | 3 | 3 | 86 | 17 | 0
Cc1cc(NC(=O)CSc2nc3ccccc3c(=O)n2C2CCCC2)no1 | -0.3 | 3 | -2 | 9 | 4 | -9 | 12 | 9 | 4 | 3
Cn1c(Cn2c(=O)sc3ccccc32)nnc1SCC(=O)NCCc1ccccc1 | -2.2 | 15 | -13 | 84 | -43 | 1 | 2 | 114 | 10 | x
CCCCN(C)Cc1c(C)[nH]c2ccc(Cl)cc2c1=O | -0.1 | 9 | 2 | 77 | 4 | -8 | 1 | 85 | 20 | x
NNC(=O)c1nnn(-c2nonc2N)c1-c1cccs1 | -1.8 | -4 | 7 | 92 | -12 | -8 | -2 | 93 | 20 | 1
Cc1nn(-c2ccccc2)c2[nH]c(=O)c(CNCc3ccc4c(c3)OCO4)cc12 | -1.7 | -14 | 23 | 82 | -35 | -14 | 5 | 89 | 4 | 0
CCCc1[nH]n(-c2nc3ccccc3s2)c(=O)c1C=NCCN1CCOCC1 | -1.2 | 8 | 14 | 90 | 29 | -2 | 0 | 89 | 2 | x

Single records, as listed above. Values in the order: MRP-1 activ | GALR2 antag | E-sel TNF inh | HCT116 bCat-KO | Yeast growth inh | Yeast life ext | NPY-Y2 antag | PTEN del growth | Measles CPE | Phagocyt inh
CCOC(=O)C1=C(O)C(=O)NC(c2ccccc2)=C(OC2CCCCC2)C1 is listed with 0.3 | 6 | 10 | 80 | -20 | -3 | 2 | 78 | 2 | -2
O=C(c1ccc(Cl)cc1)N1CCN(C(=O)c2ccco2)CC1 is listed with 0.0 | 4 | x | 113 | -31 | -11 | 1 | 110 | 4 | x

Next section:
SMILES | MRP-1 activ | GALR2 antag | E-sel TNF inh | HCT116 bCat-KO | Yeast growth inh | Yeast life ext | NPY-Y2 antag | PTEN del growth | Measles CPE | Phagocyt inh
COc1ccc2cc(C(=O)NC3CCCCC3)c(=O)oc2c1 | 1.4 | -1 | 3 | 103 | -82 | -14 | 10 | 94 | 22 | -3
Cc1ccccc1OCC(=O)Nc1cccc(NC(=O)c2ccco2)c1 | -1.6 | -12 | x | 96 | -24 | -8 | 10 | 87 | 7 | x
O=C(NCc1ccc2c(c1)OCO2)c1c[nH]c2ccc(S(=O)(=O)N3CCOCC3)cc2c1=O | -2.5 | -3 | x | 93 | -14 | -2 | 6 | 105 | 4 | 0
O=C(Nc1ccccc1)c1nnsc1S(=O)(=O)c1ccc(Cl)cc1 | -3.5 | 42* | 9 | 91 | 2 | 11 | 5 | 95 | 8 | x
COc1ccc(Cl)cc1NC(=O)CCn1cnc2ccccc2c1=O | -1.0 | 1 | 31 | 105 | -49 | -8 | 0 | 98 | 2 | 0
CCc1ccc(Nc2nnc(SC3CCOC3=O)s2)cc1 (stereo not given) | 2.8 | -3 | x | 94 | -12 | -3 | 0 | 103 | 23 | x
CCn1c(=NC(=O)CN2C(=O)CCC2=O)sc2c(C)cc(C)cc21 | -2.3 | -12 | 12 | 74 | -18 | 0 | -1 | 90 | 9 | 0
CC1CCN(C(=O)CCCNC(=O)Cn2cnc3sc4c(c3c2=O)CCCC4)CC1 | -1.1 | -5 | -2 | 99 | -14 | -13 | 3 | 85 | 11 | 0
O=C(COc1ccccc1)NCC(=O)Nc1ccc(S(=O)(=O)NCc2ccco2)cc1 | -3.6 | -5 | -10 | 91 | -6 | 1 | -4 | 91 | 16 | -2
Cc1nc2c(C(=O)NCc3ccc4c(c3)OCO4)c[nH]n2c(=O)c1Cl | -2.9 | 5 | 11 | 97 | -12 | -17 | 10 | 87 | 6 | -1
Cc1ccc(Cl)c(OC(=O)c2ccc(N3CCOCC3)c([N+](=O)[O-])c2)c1 | -0.4 | 3 | x | 93 | -3 | -6 | 2 | 91 | 17 | -8
O=C(CCC1CC(=O)Nc2ccccc21)NCc1ccccc1 (stereo not given) | -2.2 | 6 | -27 | 94 | -17 | -5 | 3 | 93 | 19 | 0
COc1cccc(CNc2nc3nc(C)cc(C)n3n2)c1 | -3.1 | 1 | x | 88 | -5 | -20 | 1 | 93 | 29 | -3
CN(C)c1ccc(/C=N/c2cc(-c3ccccc3)nn2-c2ccccc2)cc1 | 1.0 | 3 | -10 | 85 | -30 | -13 | 2 | 78 | 13 | -1
CCCC(=O)NCCc1cc2cc(C)c(C)cc2[nH]c1=O | -1.4 | 7 | -3 | 100 | 10 | x | 2 | 95 | 7 | x
CCSc1nc(N2CCOCC2)c2c(c1C#N)CC(C)(C)N(C)C2 | -0.9 | -3 | 6 | 92 | -81 | -2 | 5 | 100 | 17 | -1
COCC(=O)N1CCN(c2ccc([N+](=O)[O-])cc2)CC1 | -4.7 | 3 | -1 | 99 | -37 | -18 | 4 | 98 | 32 | -6
Cc1cc(C)c(C#N)c(N2CCN(Cc3ccc4c(c3)OCO4)CC2)n1 | -2.7 | -3 | -33 | 87 | -26 | -4 | 7 | 90 | 6 | -3
Cn1c(=O)c2[nH]c(-c3cccnc3)nc2n(C)c1=O | -1.3 | -3 | x | 96 | -34 | -2 | -3 | 105 | 8 | -1
Cc1ccc(OCC(=O)N/N=C2\CCOc3c(C)cccc32)cc1 | 0.9 | -2 | 22 | 95 | -25 | -10 | 7 | 91 | 22 | x
CCc1nc(N)c(C#N)c(-c2ccncc2)c1C | 0.2 | -2 | -16 | 92 | -24 | -10 | 3 | 97 | 4 | 1
Cc1cccc(NC(=O)CSc2nnc(C)c(=O)n2N)c1C | -1.2 | -13 | 7 | 95 | -8 | 11 | 0 | 89 | 5 | -13
CCOC(=O)N1CCN(c2c(-c3ccc(C)c(C)c3)c(=O)c2=O)CC1 | -3.2 | 11 | 1 | 92 | -23 | -4 | 3 | 92 | 4 | x
CCOC(=O)C(C#N)C(c1cccnc1)c1c(C)[nH][nH]c1=O (stereo not given) | -0.4 | 6 | -33 | 100 | -11 | -1 | 1 | 98 | 16 | 1
CCCC(=O)NC(=S)Nc1cccc(C(C)=O)c1 | -0.5 | 1 | 25 | 95 | 12 | -13 | 1 | 100 | 0 | -1
Cc1cc(C(=O)CSc2nnnn2C)c(C)n1-c1ccc2c(c1)OCCO2 | -3.3 | -8 | x | 89 | -9 | -3 | 1 | 85 | 3 | 0
CCOC(=O)N1CCN(C(=O)c2ccc(CN(c3ccccc3)S(C)(=O)=O)cc2)CC1 | -0.9 | -1 | x | 95 | -74 | 8 | 1 | 98 | 8 | 0
Cn1c(C(C)(O)C(O)c2ccccc2)nc2ccccc21 (stereo not given) | -0.1 | 8 | x | 105 | -23 | 6 | 0 | 91 | 5 | -5
COc1cc(-c2nc3ccccc3s2)ccc1O | -4.8 | 12 | 7 | 90 | 25 | -12 | 0 | 87 | 14 | 0
